Source: PubChem BioAssay (several laboratories)
PvdQ inh: P. aeruginosa PvdQ acylase inhibitors, primary screen, biochemical, fluorescence, plate reader and imaging, single point; 340,000 compounds, 0.063% hits; inhibition, % at 10 µM; purified PvdQ acylase; PvdQ acylase [Pseudomonas aeruginosa LESB58]; in the data active means inhibition above about 30%, passing the limit was not always enough;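 further: 0% = vehicle neutral wells and 100% = reference inhibitor wells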
NSD2 inh: NSD2 histone methyltransferase inhibitors, primary screen, biochemical, AlphaScreen, single concentration, set 2; Histone-lysine N-methyltransferase NSD2 (Homo sapiens), O96028; NSD2 peptide methylation, 120 min; inhibition, % at 12.5 µM; 310,000 compounds, 0.54% hits; AID 743445, 2014; in the data active means inhibition above about 50%
SR-BI HDL uptake: inhibitors of SR-BI mediated HDL lipid uptake, primary screen, ldlA[mSR-BI] cells, fluorescence, single point | Scavenger receptor class B member 1 (Mus musculus), Q61009 | ldlA[mSR-BI] CHO cells, DiI-HDL uptake fluorescence, 3 h | inhibition, % at 12.5 µM | 320,000 compounds, 0.96% hits | AID 488896, 2010;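 active means mean replicate inhibition of at least 70% and a set share of replicates each scoring 70 or more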;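 further: 0% = median of neutral control wells and 100% = median of positive control wells; values of inactives mirror those of a sister screen read the other way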
DAGLB inh: DAGLB lipase inhibitors, primary screen, biochemical, fluorescence, HTS. Diacylglycerol lipase-beta (Homo sapiens), Q8NCG7. HEK293T DAGLB membrane lysate, EnzChek fluorogenic substrate. inhibition, % at 5.17 µM. 340,000 compounds, 0.059% hits. AID 504411, 2011; in the data active means inhibition above about 34%;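 further: 0% = enzyme with vehicle and 100% = wells lacking enzyme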
Keap1-Nrf2 PPI: Keap1-Nrf2 protein-protein interaction inhibitors, primary screen, biochemical, fluorescence polarization, single point | Kelch-like ECH-associated protein 1 (Homo sapiens), Q14145 | Keap1 Kelch-Nrf2 peptide fluorescence polarization, 1536-well | inhibition, % at 9.4 µM | 340,000 compounds, 0.15% hits | AID 504523, 2011; in the data active means inhibition above about 12%;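 further: human Keap1 Kelch domain with fluorescein labeled Nrf2 9mer peptide probe; 0% = neutral control wells and 100% = peptide positive control; higher means more block of Keap1 binding to Nrf2 peptide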
Target sequence (Q14145 whole entry, looked up, the tested form may be a part): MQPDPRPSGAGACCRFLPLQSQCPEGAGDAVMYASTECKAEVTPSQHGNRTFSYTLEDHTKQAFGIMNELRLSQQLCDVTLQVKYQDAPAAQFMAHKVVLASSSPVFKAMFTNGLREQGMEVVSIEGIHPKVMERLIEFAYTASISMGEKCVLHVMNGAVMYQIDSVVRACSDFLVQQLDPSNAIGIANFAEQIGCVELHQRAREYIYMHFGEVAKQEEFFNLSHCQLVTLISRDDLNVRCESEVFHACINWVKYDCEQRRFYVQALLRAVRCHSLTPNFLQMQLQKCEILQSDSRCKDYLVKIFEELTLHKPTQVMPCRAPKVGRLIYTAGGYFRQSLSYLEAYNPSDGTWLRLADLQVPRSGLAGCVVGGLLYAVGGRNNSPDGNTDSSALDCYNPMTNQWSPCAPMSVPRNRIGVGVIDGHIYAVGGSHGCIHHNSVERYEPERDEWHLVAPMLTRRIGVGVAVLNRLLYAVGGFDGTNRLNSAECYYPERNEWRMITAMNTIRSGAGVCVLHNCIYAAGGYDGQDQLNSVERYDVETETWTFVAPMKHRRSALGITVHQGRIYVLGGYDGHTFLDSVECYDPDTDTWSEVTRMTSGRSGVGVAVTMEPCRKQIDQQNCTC
LANA DNA inh: inhibitors of KSHV C-LANA binding to DNA, primary screen, biochemical, fluorescence polarization, FAM-LBS DNA, MBP-C-LANA, single point | Kaposi's sarcoma herpesvirus LANA C-terminal domain (residues 932-1162) DNA binding | inhibition, % at 9 µM | AID 504423, 2011 | 340,000 compounds, 0.078% hits;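 active means highest replicate inhibition at or above 60% at 9 µM, even if other replicates fall short; inactive means all replicates below 60% inhibition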;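 further: 0% = neutral control wells and 100% = 4 µM acridine orange control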
Cardiac RTF inh: cardiac RTF calcium sensitivity inhibitors, primary screen, biochemical, IANBD-TnC fluorescence, EC70 calcium. IANBD-labeled cardiac RTF, Ca2+ fluorescence. inhibition, % at 7.15 µM. 340,000 compounds, 0.12% hits. AID 493244, 2011;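 active means inhibition above the mean inhibition of all tested compounds plus 3 SD, cut at about 17% in these data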;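 further: assay run at fixed EC70 calcium of 1.6 mM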
Arr AP2 block: inhibitors of beta-arrestin/AP2 binding, primary screen, biochemical, GPCR trafficking, flow cytometry; FITC-arrestin peptide / GST-AP2 beads; AP2 beta2 appendage carries R879A mutation; inhibition, % at 10 µM; 340,000 compounds, 0.31% hits; AID 504490, 2011;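 active means inhibition above a set limit, near 3 SD of compounds lacking own fluorescence, cut at about 54% in these data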;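 further: plate controls were DMSO wells for no effect and 5 µM unlabelled arrestin peptide for full effect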
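Test system: GST-tagged AP2 beta2-adaptin appendage (R879A) on 4 µm glutathione beads; also added: fluorescein-tagged arrestin peptide at 50 nM final; timing: 12 min plus 1 h, RT; signal: flow cytometry, FL1 (488/535 nm); read-out: percent drop in bead-associated FITC signal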
SR-BI DiI-HDL act: activators of SR-BI mediated DiI-HDL uptake, primary screen, ldlA[mSR-BI] CHO cells, DiI fluorescence. 3 h; 100 = double the neutral-control signal. activation, % at 12.5 µM. 320,000 compounds, 0.096% hits. AID 504775, 2011;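 active means mean replicate activation of at least 60% and every replicate at or above 60%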;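 further: 0% = median plate neutral-control signal and 100% = twice that signal; values of inactives mirror those of a sister screen read the other way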
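Test system: SR-BI-overexpressing, LDLR-lacking CHO cells; Also added: labelled HDL, 10 µg/mL; Measured by: bottom-read cell fluorescence after medium removal, ex 550/em 595 nm; Timing: 3 h uptake period with compound, 37 °C; Buffer or medium: F12, 0.5% BSA, 25 mM HEPES; Doses: single compound concentration, delivered by pin transfer.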
PKA-R2B act: activators of PKA-R2B holoenzyme, primary screen, biochemical, fluorescence polarization, Cy5-IP20, human | cAMP-dependent protein kinase catalytic subunit beta (Homo sapiens) + cAMP-dependent … | PKA-R2B holoenzyme dissociation; R2B truncated from residue 108, S112A mutant; 0% DMSO only, 100% 113 µM cGMP | activation, % at 11.4 µM | 340,000 compounds, 0.079% hits | AID 504700, 2011;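 active means activation above a cutoff set at the mean over all compounds plus 3 SD, cut at about 18% in these data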;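 further: higher means more holoenzyme dissociation and a rise in polarization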
Target sequence (P31323 whole entry, looked up, other chains not shown, the tested form may be a part): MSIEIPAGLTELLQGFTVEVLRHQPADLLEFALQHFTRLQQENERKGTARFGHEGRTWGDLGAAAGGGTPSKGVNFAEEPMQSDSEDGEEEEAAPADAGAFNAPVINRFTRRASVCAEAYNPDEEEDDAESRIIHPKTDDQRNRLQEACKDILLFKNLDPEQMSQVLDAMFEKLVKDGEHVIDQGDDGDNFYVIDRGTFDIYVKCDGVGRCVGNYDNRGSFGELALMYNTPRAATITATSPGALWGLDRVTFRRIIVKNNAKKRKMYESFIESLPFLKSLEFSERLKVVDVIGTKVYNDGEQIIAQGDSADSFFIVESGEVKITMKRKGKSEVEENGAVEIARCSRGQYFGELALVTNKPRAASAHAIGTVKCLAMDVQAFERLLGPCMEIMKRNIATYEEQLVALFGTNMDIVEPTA
* hit, by the source's call; nt = no result given. No enrichment for hits; any-hit rate near 2.1%.

SMILES	PvdQ inh	NSD2 inh	SR-BI HDL uptake	DAGLB inh	Keap1-Nrf2 PPI	LANA DNA inh	Cardiac RTF inh	Arr AP2 block	SR-BI DiI-HDL act	PKA-R2B act
COc1ccc(-c2noc(CCC(=O)NC3CCCCC3)n2)cc1OC	8	0	2	-6	5	-5.4	-11	-1	-2	4
O=C(C1CC(c2ccccc2O)=NO1)N1CCCC1 (configuration not stated)	8	11	-18	0	7	-1.1	0	-10	18	1
OCC1OCOC2C(CO)OCOC12 (configuration not stated)	-6	nt	-20	-2	-1	-0.4	-5	11	20	-12
COc1ccc(-c2ccc(=O)n(CC(=O)Nc3ccc4c(c3)OCCO4)n2)cc1	-12	1	-18	3	2	1.3	-5	-1	18	6
Cn1ncc2c(Nc3ccccc3Cl)nc(Nc3ccccc3Cl)nc21	-20	-5	43	-8	1	1.1	-7	-1	-43	3
COc1cc2c(cc1OC)CN(CC(=O)Nc1ccccc1C(=O)NC1CC1)CC2	-6	2	-11	4	-1	2.4	-3	-3	11	-4
Cc1cc(=O)n2[nH]c(-c3cccc(Cl)c3)cc2n1	13	-1	8	-4	-4	-0.9	-6	4	-8	-9
CN(C)S(=O)(=O)c1ccc(NC(=O)CN2CCN(c3ccccn3)CC2)cc1	-14	-1	-24	-1	3	2.6	-12	-8	24	4
O=S(=O)(NNc1nccc(C(F)(F)F)n1)c1cccc(Cl)c1Cl	-7	-2	0	0	1	-3.1	-9	49	0	2
O=C(CN1C(=O)NC2(CCc3ccccc32)C1=O)c1ccc(F)c(F)c1 (configuration not stated)	-11	4	1	0	0	0.1	-9	-5	-1	-6
CCOc1ccc(Br)cc1S(=O)(=O)Nc1ccc(NC(=O)c2ccccc2C)cc1	-11	-2	-4	1	2	2.8	-4	6	4	-2
COC(=O)CN1C(=O)Nc2ccc(Br)cc2C1c1ccccc1Cl (configuration not stated)	-16	-1	-3	2	-4	1.9	12	15	3	-2
O=C(NCC1CCCO1)C1CCCN1C(=O)Nc1ccccc1[N+](=O)[O-] (configuration not stated)	-11	1	nt	0	-7	0.2	-16	-2	nt	13
CNC(=S)N/N=C/c1ccc2c(c1)OCCO2	0	1	-5	1	-2	1.5	7	-5	5	0
O=C(NC(=S)Nc1ccccc1N1CCOCC1)c1ccc([N+](=O)[O-])cc1	-2	-2	3	-2	-2	0.4	-4	2	-3	-4
CCc1ccc(C(=O)COC(=O)c2cccs2)cc1	-1	nt	0	-5	5	-0.9	-8	21	0	-7
COc1ccc(C(=O)N2CCN(c3ccc(NC(=O)c4cccnc4)cc3)CC2)cc1	-13	-2	2	1	-7	-0.7	1	0	-2	-3
O=C1C2ON(c3ccccc3)C(c3cccnc3)C2C(=O)N1Cc1ccccc1 (configuration not stated)	-11	0	11	2	-4	-0.6	-5	11	-11	-5
CC1CCc2c(sc(NC(=O)c3c([N+](=O)[O-])cnn3C)c2C(N)=O)C1 (configuration not stated)	-16	-1	38	2	-1	-0.8	-1	-12	-38	-7
O=C1CC(c2ccccc2)CC(O)=C1C=NCCN1CCN(C(=O)Nc2ccccc2)CC1 (configuration not stated)	-8	-2	2	-1	-1	-0.1	-15	5	-2	3
Cn1nc([N+](=O)[O-])nc1Sc1cccc2cccnc12	-6	-6	-8	0	-10	-0.2	-3	-7	8	-5
Cc1cc(-c2ccc(C(C)C)c(S(=O)(=O)N3CCOc4ccccc43)c2)on1	-1	-4	59	-11	-5	0.8	3	-15	-59	-14
Cc1nn(CC(=O)NCC2CCCO2)c(=O)c2ccccc12 (configuration not stated)	23	1	-22	1	-1	2.7	4	13	22	1
O=C(COc1ccccc1Cl)Nc1ccc2[nH]c(=O)[nH]c2c1	-8	-1	-12	4	1	0.5	-11	5	12	-10
O=S1(=O)CCC(N2CCOCC2)C1 (configuration not stated)	-7	-1	-9	3	0	0.6	-6	-1	9	3
c1ccc(CCNCCOc2ccccc2)cc1	-15	7	-9	-5	1	-1.7	-11	-8	9	-1
Cc1cc(NCCCN(C)C)n2nc(-c3cccs3)cc2n1	-14	7	-19	-1	-1	-1.2	-1	-4	19	-4
Cc1ccc2c(c1)N(C(=O)CCC(=O)N1CCc3ccccc3C1)CCO2	-13	0	25	-3	-1	-0.3	6	16	-25	0
O=C(Nc1cc(C(F)(F)F)ccc1N1CCOCC1)c1ccccc1F	-9	-4	70	-3	-4	0.5	-4	2	-70	-2
O=C(CSc1cn[nH]n1)Nc1cccc(C(F)(F)F)c1	-20	-2	-18	0	1	-1.7	6	20	18	-3
CCC(Sc1nc2cc(OC)c(OC)cc2c(=O)n1Cc1ccco1)C(=O)NCCOC (configuration not stated)	4	-1	-24	-1	-4	0.7	-1	7	24	-8
O=C(CSc1ccc(-c2ccc(Br)cc2)nn1)NC1CCCC1	1	-5	20	0	-4	0.9	-1	16	-20	1
O=C(Nc1cccc(Cl)c1)c1nc[nH]c1C(=O)NCCCNC(=O)c1[nH]cnc1C(=O)Nc1cccc(Cl)c1	-14	nt	-16	-1	-2	-1.0	-3	-6	16	-4
O=C(c1ccccc1)c1ccc(C(=O)N2CCN(c3ccc(O)cc3)CC2)cc1	-5	4	0	1	0	0.7	-2	-2	0	-3
Nc1ncnc2c1ncn2CCN1CCOCC1	-15	1	-22	0	-2	-0.1	-1	-2	22	-1
CCOCCSc1nc2c(c(-c3cccs3)c1C#N)CC/C2=C/c1cccs1	-8	-2	27	-8	-3	-1.3	5	20	-27	2
CC1=NNC(=O)C1CC(=O)N/N=C/C(C)=C/c1ccccc1 (configuration not stated)	-4	-1	-27	2	0	0.5	-4	nt	27	-2
CC(=O)C1C(c2ccc(Br)cc2)c2c(noc2C)CC1(C)O (configuration not stated)	-24	1	-7	-5	-5	-0.4	-1	-3	7	-4
CC(C)(C)CC(=O)NCc1ccc(F)cc1	-23	-2	-6	1	-3	-1.2	-3	-8	6	-16
CCCCCCCCNC(=O)CCNC(=O)c1ccc(C(C)(C)C)cc1	5	0	-21	0	2	-0.4	-2	13	21	-7
CC(NCC(=O)Nc1ccccc1C(=O)NC1CC1)c1cccs1 (configuration not stated)	-5	2	18	1	-2	-1.1	-3	-7	-18	3
O=C(COc1ccccc1Br)NC1CCCC1	2	-1	-17	-2	-3	-1.9	7	2	17	-2
COc1cc(NC(=O)COC(=O)c2[nH]c(C)c(C(C)=O)c2C)cc(OC)c1	-4	-1	46	-2	0	0.5	0	7	-46	-1
CCOC(=O)c1cc2sccc2n1CC(=O)Nc1ccc(OC)cc1OC	-7	-2	18	-3	-1	1.4	2	0	-18	-12
CC1CN(C(=O)c2ccc3c(c2)OCO3)OC(c2ccccc2)O1 (configuration not stated)	-1	-1	-8	0	4	-2.5	-3	nt	8	5
Cc1scc(C(=O)N/N=C/c2ccc(OCC(C)C)cc2)c1C	-13	-1	18	-11	-4	1.6	-2	1	-18	-3
CC1(C(=O)NCc2ccc(F)cc2)Oc2ccccc2NC1=O (configuration not stated)	4	-3	-19	2	-3	-1.2	-7	22	19	-6
O=C(N1CCOCC1)N1CCC(c2nc(-c3ccc(S(=O)(=O)N4CCOCC4)cc3)no2)CC1	-29	nt	-11	3	-8	2.1	-9	-4	11	5
O=C(CCS(=O)(=O)c1ccc2c(c1)NC(=O)CS2)NCCc1ccc(Cl)cc1	-8	nt	2	3	0	0.1	2	-1	-2	-7
O=C(Nc1ccccc1)c1ccc(NCCN2CCOCC2)c(S(=O)(=O)N2CCOCC2)c1	4	2	-5	-2	-1	1.9	-1	15	5	-16
CCOC(=O)c1oc2ccccc2c1NC(=O)c1ccco1	9	-1	-16	-4	0	0.3	-6	23	16	-3
Cc1ccc(C2(C)NC(=O)N(CCOc3ccccc3)C2=O)cc1 (configuration not stated)	-5	-18	-17	-1	-3	0.7	-15	2	17	-1
CCC(=O)N1CCc2cc(S(=O)(=O)NCCC(=O)Nc3cc(C)cc(C)c3)ccc21	-5	4	12	2	2	0.9	-2	22	-12	-4
COc1ccc(-c2cc(C(=O)N/N=C/c3ccc4c(c3)OCO4)c3ccccc3n2)c(OC)c1	-7	-2	47	-5	1	0.9	-10	7	-47	-3
O=C(CCc1ccccc1)NC(NC(=S)Nc1ccc(Cl)cc1)C(Cl)(Cl)Cl (configuration not stated)	-8	-11	46	-34	-3	-1.2	-10	3	-46	-14
CCOc1ccc(CNC(=O)CCCC(=O)n2nc(C)c3ccccc32)cc1	-10	-2	2	-4	0	0.0	-6	-2	-2	-3
CCc1cc2c(SCC(=O)Nc3ncc(Cl)c(C)c3Cl)ncnc2s1	4	-5	-7	-5	2	1.9	8	25	7	-6
Cc1nc(C(=O)NNC(=O)c2ccccc2)c(C(F)(F)F)o1	-11	-2	-10	-1	-2	-0.7	-3	4	10	0
Nc1nc2ccc(C(=O)N3CCCCC3)cc2s1	-6	1	nt	0	-6	0.3	-8	7	nt	10
COc1ccccc1CCC(=O)Nc1ccc(S(=O)(=O)Nc2nccs2)cc1	-13	2	13	-1	3	-1.7	3	-5	-13	-10

Entries of single compounds, looked up by structure:
COc1cc(NC(=O)COC(=O)c2[nH]c(C)c(C(C)=O)c2C)cc(OC)c1 reads PvdQ inh = -4; NSD2 inh = -1; SR-BI HDL uptake = 46; DAGLB inh = -2; Keap1-Nrf2 PPI = 0; LANA DNA inh = 0.5; Cardiac RTF inh = 0; Arr AP2 block = 7; SR-BI DiI-HDL act = -46; PKA-R2B act = -1
COc1ccccc1CCC(=O)Nc1ccc(S(=O)(=O)Nc2nccs2)cc1 reads PvdQ inh = -13; NSD2 inh = 2; SR-BI HDL uptake = 13; DAGLB inh = -1; Keap1-Nrf2 PPI = 3; LANA DNA inh = -1.7; Cardiac RTF inh = 3; Arr AP2 block = -5; SR-BI DiI-HDL act = -13; PKA-R2B act = -10
